# Screening results (PubChem)
# Tb PGK inh: qHTS Assay to Find Inhibitors of Phosphoglycerate Kinase. Phosphoglycerate kinase, glycosomal (Trypanosoma brucei brucei), P07378. PGK/GAPDH coupled, Kinase-Glo luminescence, 60 min. Potency, µM (highest dose often 57.5 µM), without a hit: top-dose activity change, negative = inhibition, most hits filed as inhibitors. 380,000 tested, 0.043% active. AID 602233, 2012; further: potency means the concentration at half of the fitted maximal effect; on the % scale 0 is the no-effect control and ±100 the full control effect; nearly all actives have a fitted effect of over 60% in size
#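 Luminescent ATP detection (Kinase-Glo Plus) follows a 60-minute room-temperature incubation, with wells lacking PGK as controls. Buffer: 100 mM TEA (pH 7.6), 5 mM MgCl2, 0.01% Tween-20. Coupling enzyme GAPDH (100 nM final) supplies unstable 1,3-BPG in-well.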
# Anesthetic bind: qHTS Assay for Identification of Novel General Anesthetics; Ferritin light chain (Equus caballus), P02791; apoferritin/1-aminoanthracene competitive binding, fluorescence; Potency, µM (series often up to 77.5 µM), for the others: at the highest dose activity change, negative = displacement, most hits filed as inhibitors; 350,000 tested, 0.074% active; AID 485281, 2010; further: potency means the concentration at half of the fitted maximal effect; on the % scale 0 is the no-effect control and ±100 the full control effect; nearly all actives have a fitted effect of over 20% in size
# Target sequence (P02791 2-175 limits assumed): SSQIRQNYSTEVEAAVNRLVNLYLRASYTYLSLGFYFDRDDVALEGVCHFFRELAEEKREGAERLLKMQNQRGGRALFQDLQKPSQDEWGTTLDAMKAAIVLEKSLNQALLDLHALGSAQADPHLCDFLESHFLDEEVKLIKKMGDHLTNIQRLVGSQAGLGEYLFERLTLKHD
#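 10 uM apoferritin + 50% sat. 1-AMA, PBS; cpd 10 min RT; Ex380/Em535 endpoint; normalized to free probe vs complex; 4-param Hill fit; propofol titration as pos. ctrl.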
# Pol kappa inh: qHTS for Inhibitors of Polymerase Kappa; purified Pol kappa, fluorescent DNA synthesis assay, 10 min; AID 588579, 2011; DNA polymerase kappa (Homo sapiens), Q9UBT6; Potency, µM (doses to about 107 µM), for the others: top-dose activity, negative = inhibition, actives largely listed as inhibitors; 400,000 tested, 0.53% active; further: potency means the concentration at half of the fitted maximal effect; on the % scale 0 is the no-effect control and ±100 the full control effect
#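 First, compounds were pin-transferred onto 10 nM Pol kappa. After 15 min at room temperature, substrate was added to 50 nM final. Fluorescence was then measured kinetically at 0 and 10 min.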
# Pol eta inh: qHTS for Inhibitors of Polymerase Eta | Potency, µM (highest dose often 114 µM), for inactives: at the highest dose activity change, negative = inhibition, actives largely listed as inhibitors | recombinant Pol eta, fluorescent DNA replication assay | 390,000 tested, 1.2% active | DNA polymerase eta (Homo sapiens), Q9Y253; further: potency means the concentration at half of the fitted maximal effect; on the % scale 0 is the no-effect control and ±100 the full control effect
# Target sequence (Q9Y253 whole entry, looked up): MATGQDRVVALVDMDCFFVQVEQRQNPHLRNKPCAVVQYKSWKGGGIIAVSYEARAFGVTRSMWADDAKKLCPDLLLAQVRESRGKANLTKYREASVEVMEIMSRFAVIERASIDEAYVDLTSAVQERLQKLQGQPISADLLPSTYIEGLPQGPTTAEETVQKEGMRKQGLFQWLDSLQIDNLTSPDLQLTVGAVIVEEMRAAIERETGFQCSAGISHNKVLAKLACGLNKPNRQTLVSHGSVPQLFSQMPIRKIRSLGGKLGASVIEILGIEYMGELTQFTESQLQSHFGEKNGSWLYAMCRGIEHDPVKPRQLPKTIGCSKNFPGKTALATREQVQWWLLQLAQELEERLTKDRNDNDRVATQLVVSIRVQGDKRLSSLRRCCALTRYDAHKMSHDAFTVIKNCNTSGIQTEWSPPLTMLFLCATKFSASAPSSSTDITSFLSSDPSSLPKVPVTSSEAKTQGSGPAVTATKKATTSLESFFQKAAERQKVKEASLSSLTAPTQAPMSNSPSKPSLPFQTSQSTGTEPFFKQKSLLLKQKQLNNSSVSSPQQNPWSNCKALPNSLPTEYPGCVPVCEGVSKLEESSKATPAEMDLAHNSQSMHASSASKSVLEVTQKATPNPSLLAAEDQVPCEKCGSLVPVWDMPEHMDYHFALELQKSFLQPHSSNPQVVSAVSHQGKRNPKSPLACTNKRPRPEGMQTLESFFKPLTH
#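 Pol eta (10 nM) was preincubated with compounds for 15 min at room temperature, after which fluorescent replication substrate (50 nM final) was added to start the reaction. Fluorescence was read kinetically at 0 and 10 min.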
# RXFP1 antag: qHTS Assay for Antagonists of the Relaxin Receptor RXFP1 | Relaxin receptor 1 (Homo sapiens), Q9HBX9 | HEK293-RXFP1, relaxin-stimulated cAMP HTRF, 30 min; stronger effect = lower value | activity change, negative = inhibition, % at 57.5 µM | 350,000 tested, 0.59% active;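 active means activity change of -60% or lower, but not beyond a set lower limit; inconclusive means change between -60% and -40%, or beyond the set limit; inactive means change above -40%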; further: on the % scale 0 is the no-effect control and ±100 the full control effect
# APE1 inh: qHTS Assay for Inhibitors of the Human Apurinic/apyrimidinic Endonuclease 1 (APE1) | DNA repair nuclease/redox regulator APEX1 (Homo sapiens), P27695 | recombinant APE1, TAMRA/BHQ-2 abasic DNA cleavage fluorescence | Potency, µM (series often up to 65.8 µM), for inactives: top-dose activity change, negative = inhibition, hits mostly inhibitors | 350,000 tested, 0.35% active;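 further: potency means the concentration at half of the fitted maximal effect; plate controls were vehicle for no effect and reference inhibitor for full effect; nearly all actives have a fitted effect of over 55% in size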
#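 Endonuclease cleavage of a quenched abasic-site DNA duplex (50 nM) by APE1 (0.75 nM) was tracked by TAMRA dequenching. Compounds were preincubated with enzyme 15 min at room temperature; data normalized to buffer-only and DMSO wells plus NSC13755 control.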
# Pol iota inh: qHTS for Inhibitors of Polymerase Iota; DNA polymerase iota (Homo sapiens), Q9UNA4; Pol iota fluorescent replication assay, 10 min; Potency, µM (series often up to 115 µM), inactives show top-dose activity, negative = inhibition, most hits filed as inhibitors; 390,000 tested, 1% active; AID 588590, 2011; further: potency means the concentration at half of the fitted maximal effect
#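 Pol iota at 10 nM preincubated 15 min with compounds at room temperature; reaction started with fluorescent substrate, 50 nM final. Fluorescence read kinetically at 0 and 10 min; buffer-only wells as negative control.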
# Pol beta inh: qHTS Assay for Inhibitors of DNA Polymerase Beta; P06746; Pol beta primer extension/strand displacement, fluorescence kinetic; Potency, µM (top dose mostly 114 µM), inactives show top-dose activity change, negative = inhibition, most hits filed as inhibitors; 340,000 tested, 1.3% active; AID 485314, 2010; further: potency means the concentration at half of the fitted maximal effect; on the % scale 0 is the no-effect control and ±100 the full control effect
#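 Homogeneous kinetic assay of primer extension and strand displacement by 10 nM Pol beta, preincubated 15 min at room temperature with compound before 50 nM substrate (final) was added. Read at 0 and 10 min; four-parameter Hill fit.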
# BLM inh: qHTS Assay for Inhibitors of Bloom's syndrome helicase (BLM); RecQ-like DNA helicase BLM (Homo sapiens), P54132; recombinant BLM DNA unwinding, fluorescence dequenching; Potency, µM (titrated, usually from 56.1 µM), inactives show at the top dose activity change, negative = inhibition, hits mostly inhibitors; 350,000 tested, 0.2% active; AID 2528, 2010;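 further: potency means the concentration at half of the fitted maximal effect; plate controls were vehicle for no effect and no enzyme for full effect; nearly all actives have a fitted effect of over 35% in size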
# The depositor's hits bear a star; i = inactive; ? = inconclusive; nt = not tested or not shown; [ ] = another dose, or the depositor's remark. Unless noted, the call rests on the fitted dose curve; in most records, active means well fitted curve in the direction sought with a large enough effect; inconclusive means small, poorly fitted or top-dose-only effect, or another doubt; inactive means no such curve, though single readings can be large; an effect the other way counts as inactive or inconclusive.
no. | molecule | Tb PGK inh | Anesthetic bind | Pol kappa inh | Pol eta inh | RXFP1 antag
1 | O=C(NCCc1ccc(Cl)cc1)c1ccc(NC2=NC3CS(=O)(=O)CC3S2)cc1 (stereo not drawn) | 2% | -3% | -3% | 2% | -9
2 | O=C(CC(c1cccs1)N1Cc2ccccc2C1=O)Nc1cccc(F)c1 (stereo not drawn) | -3% | 3% | 4% | -15% | nt
3 | CCc1ccc(OCC(=O)O/N=C(\N)c2ccncc2)cc1 | 3% | -13% | -19% | -6% | -14
4 | COc1ccc(NC(=O)C2CC(=O)N=C(N)S2)cc1 (stereo not drawn) | -7% | -3% | -10% | -21% | 1
5 | COc1ccc(-n2c(=S)[nH]c3cc(C(=O)Nc4cc(OC)c(OC)c(OC)c4)ccc3c2=O)c(OC)c1 | -7% | ? | -12% | ? | -23
6 | COc1ccc(/C=N/NC(=O)c2cccc(Br)c2)cc1COc1ccccn1 | 0% | 5% | -13% | 0% | -7
7 | CCC1(C)CC(=O)N(c2ccc(C(=O)O)c(O)c2)C1=O (stereo not drawn) | -1% | -8% | -25% | -12% | -1
8 | COc1cc(NC(=O)CN2CCN(c3ccccc3)CC2)c(C)cc1[N+](=O)[O-] | -8% | -10% | -4% | -14% | 16
9 | Cc1cc(-c2c(C(=O)N3CCOCC3)c(C)nn2-c2cccc(C(F)(F)F)c2)no1 | -4% | 0% | 3% | -18% | -17
10 | Cc1cc(C)n2nc(SCC(=O)Nc3c(C)nn(-c4ccccc4)c3C)nc2n1 | -3% | -8% | -11% | 4% | -4

no. | APE1 inh | Pol iota inh | Pol beta inh | BLM inh
1 | 8% | ? | -1% | -1%
2 | nt | 21% | 6% | 2%
3 | -7% | 1% | 5% | -6%
4 | -8% | 140%[activator] | -8% | 1%
5 | -7% | 98%[activator] | -1% | 0%
6 | 13% | 44%[activator] | 4% | -5%
7 | -5% | 0% | 15% | -1%
8 | -8% | 17% | 0% | 0%
9 | 2% | 10% | -1% | -1%
10 | 3% | -9% | 42% | -1%

# Other structures
no. | molecule | Tb PGK inh | Anesthetic bind | Pol kappa inh | Pol eta inh | RXFP1 antag
11 | Cc1ccc(C(=O)Nc2nc(-c3ccc(F)cc3)cs2)o1 | -5% | -14% | -3% | -12% | -33
12 | COc1ccc(-n2ncc3c(=O)n(CC(=O)OCc4ccccc4)cnc32)cc1 | i | -1% | -4% | -10% | 1
13 | CCCCN=C1NN=C(c2ccc3c(c2)OCCO3)CS1 | -2% | ? | 2% | -16% | -4
14 | COc1ccc(CC(=O)Nc2nnc(SCc3ccccc3)s2)cc1S(=O)(=O)N1CCOCC1 | -4% | ? | -20% | -8% | 4
15 | Cc1cccc(C(=O)Nc2c(C(=O)N3CCN(C)CC3)cnn2-c2ccccc2)c1 | 4% | nt | 2% | -4% | -5
16 | COc1ccc(N(C(=O)c2ccccc2)S(=O)(=O)c2cccs2)cc1 | i | -12% | -6% | -5% | -5
17 | c1ccc2c(c1)[nH]c1nc3nncn3nc12 | nt | -4% | -8% | -7% | -7
18 | O=C(NCCO)C(=O)NCC1CCCN1S(=O)(=O)c1cccs1 (stereo not drawn) | i | nt | -2% | ? | 1
19 | NC(=NCCc1ccccc1)c1cccc([N+](=O)[O-])c1 | -2% | -11% | -22% | -6% | -3
20 | Cc1cc(C(=O)CSc2nnc(Nc3ccccc3)s2)c(C)n1CC1CCCO1 (stereo not drawn) | -7% | ? | -1% | -15% | -11

no. | APE1 inh | Pol iota inh | Pol beta inh | BLM inh
11 | -12% | ? | 7% | -11%
12 | -1% | -8% | -15% | -3%
13 | -10% | 18% | 25% | -1%
14 | 1% | -8% | 13% | -9%
15 | nt | 15% | nt | nt
16 | 7% | 37%[activator] | 19% | -11%
17 | -5% | 23% | 15% | 0%
18 | 4% | 41%[activator] | nt | nt
19 | 6% | 11% | -20% | 5%
20 | -2% | -8% | 26% | -4%

# (listing goes on)
no. | molecule | Tb PGK inh | Anesthetic bind | Pol kappa inh | Pol eta inh | RXFP1 antag
21 | COc1cc([N+](=O)[O-])cc(/C=N/NC(=O)C(C)Nc2cccc3ccccc23)c1O (stereo not drawn) | -3% | -14% | -4% | ? | -7
22 | Cc1ccc2nc(NC(=O)C3CCCN(S(=O)(=O)c4cccnc4)C3)sc2c1 (stereo not drawn) | i | -13% | -7% | 2% | nt
23 | O=C(NN=Cc1ccc(F)cc1)c1cccc(S(=O)(=O)N2CCCC2)c1 | -5% | nt | -10% | -9% | 1
24 | CCc1cc(C(=O)N2CCCC(CO)(Cc3ccc(F)cc3)C2)n(C)n1 (stereo not drawn) | -4% | 1% | 17% | -11% | 14
25 | Cc1ccc(CSCC(=O)N2CCOCC2)cc1 | 2% | 4% | -4% | -10% | -6
26 | O=C(NC1CCC(O)CC1)c1ccc(-c2ccc(Cl)cc2)o1 (stereo not drawn) | 0% | nt | 5% | -18% | -7
27 | Oc1ccccc1C1=NCCNC(C(F)(F)F)=C1 | 20% | -14% | 0% | -11% | -13
28 | CC(C)N(C(=O)[C@H]1C[C@H](CC(=O)NC(C)(C)C)C(=O)N2CCc3c([nH]c4cc(-c5ccco5)ccc34)[C@]12C)C(C)C | -10% | nt | -7% | ? | nt
29 | Cc1cccc(-n2ncc3c(N4CCOCC4)ncnc32)c1 | -7% | 2% | 15% | -14% | nt
30 | CC(C)OC(=O)CSc1nc(-c2ccc(F)cc2)cc(C(F)(F)F)n1 | 2% | 7% | -18% | -9% | -10

no. | APE1 inh | Pol iota inh | Pol beta inh | BLM inh
21 | -2% | 27% | 0% | -21%
22 | 11% | -1% | -4% | -1%
23 | 21% | 12% | nt | nt
24 | 65%[activator] | 23% | -19% | 0%
25 | 8% | 0% | -1% | 1%
26 | 14% | 30%[activator] | nt | nt
27 | -2% | -25% | 35% | -1%
28 | -25% | ? | nt | nt
29 | 8% | -10% | 2% | -3%
30 | 1% | -12% | 9% | 0%

# Later entries.
no. | molecule | Tb PGK inh | Anesthetic bind | Pol kappa inh | Pol eta inh | RXFP1 antag
31 | Cc1ccc(OC(=O)c2cc(-c3ccccc3)nc3ccc(C)cc23)cc1 | -9% | 0% | -12% | -23% | -9
32 | COc1cc(OC)c(NC(=O)c2ccccc2F)cc1Cl | 0% | 12% | 4% | -5% | -1
33 | CC(=O)Nc1c2c(nn1-c1ccccc1C)CS(=O)(=O)C2 | -4% | 3% | -3% | -17% | 16
34 | O=C(/C=C/c1ccccc1)OCCCN=C1NS(=O)(=O)c2ccccc21 | 2% | -10% | -4% | -6% | 16
35 | C/C(=N\NC(=S)NC(C)C)c1ccc(Cl)s1 | -2% | -5% | 2% | -8% | nt
36 | COc1cccc(OCC(=O)Nc2ccc(OC)c(OC)c2)c1 | -9% | -1% | 2% | 2% | 13
37 | CN(Cc1ccccc1)C(=O)CSc1cc(=O)n(C)c2ccccc12 | -1% | -11% | -5% | -2% | 7
38 | COC(=O)c1ccc(NC(=O)CC2C(=O)N(c3ccc(Cl)cc3)C(=O)N2Cc2ccco2)cc1 (stereo not drawn) | 9% | -14% | -12% | -17% | -23
39 | COCCn1c(=S)[nH]c2cc(C(=O)N3CCN(c4ccc(F)cc4)CC3)ccc2c1=O | 2% | -14% | -10% | -13% | 8
40 | COc1cc(NS(=O)(=O)c2ccc(NC(=O)/C=C/c3cccc([N+](=O)[O-])c3)cc2)ncn1 | -10% | -4% | -7% | ? | 11

no. | APE1 inh | Pol iota inh | Pol beta inh | BLM inh
31 | nt | 1% | 2% | -6%
32 | -1% | 22% | -28% | 1%
33 | 49%[activator] | -16% | -24% | -2%
34 | -1% | 57%[activator] | 1% | -4%
35 | 1% | 3% | 33% | 3%
36 | -2% | -11% | -16% | -5%
37 | ? | 62%[activator] | 6% | 1%
38 | nt | 4% | 25% | -8%
39 | 2% | -7%[58.9 µM] | -10% | -1%
40 | 1% | -27% | 10% | -2%

# Whole records as entered above. Screens in order: Tb PGK inh	Anesthetic bind	Pol kappa inh	Pol eta inh	RXFP1 antag	APE1 inh	Pol iota inh	Pol beta inh	BLM inh
# COc1cc(OC)c(NC(=O)c2ccccc2F)cc1Cl is listed as 0%	12%	4%	-5%	-1	-1%	22%	-28%	1%
# CC(=O)Nc1c2c(nn1-c1ccccc1C)CS(=O)(=O)C2 is listed as -4%	3%	-3%	-17%	16	49%[activator]	-16%	-24%	-2%
# O=C(/C=C/c1ccccc1)OCCCN=C1NS(=O)(=O)c2ccccc21 is listed as 2%	-10%	-4%	-6%	16	-1%	57%[activator]	1%	-4%
# CN(Cc1ccccc1)C(=O)CSc1cc(=O)n(C)c2ccccc12 is listed as -1%	-11%	-5%	-2%	7	?	62%[activator]	6%	1%

# Next part:
no. | molecule | Tb PGK inh | Anesthetic bind | Pol kappa inh | Pol eta inh | RXFP1 antag
41 | O=S(=O)(Nc1cccc(-c2ccc(N3CCCCCC3)nn2)c1)c1ccccc1 | 1% | 39%[activator] | -8%[60.1 µM] | -10% | -12
42 | N#C/C(=C(\O)C(F)(F)F)c1nnc2n1CCCCC2 | 1% | 6% | 4% | -1% | -15
43 | NC(=O)CSc1nnc2sc3ccccc3n12 | -6% | -15% | 5% | -11% | -2
44 | c1ccc(Oc2ccc(-c3ccnc4nc(N5CCOCC5)nn34)cc2)cc1 | 1% | -10% | -9% | 3% | -12

no. | APE1 inh | Pol iota inh | Pol beta inh | BLM inh
41 | nt | -7% | 9% | -9%
42 | ? | 124%[activator] | 0% | -5%
43 | 7% | -2% | 1% | 0%
44 | ? | 9% | 0% | -2%

# Only part of the results is shown; the hit share may differ from the screen's.
